Screening results: PubChem BioAssay, several laboratories
RSV CPE inhibition: RSV antiviral activity via CPE protection, HEp-2 cells, primary 10 µM value included (AID 2391). HEp-2 cells, RSV-induced CPE inhibition; higher % means a stronger effect. CPE inhibition, % at 10 µM; hits with a dose series show IC50 in µM. 310,000 compounds, 0.13% hits; in the data active = a potency from the dose series; also: strong numbers were not always called active
ER stress rescue: rescue of cells from ER stress-induced death, primary screen, 384-well, CSM14.1, thapsigargin, ATP luminescence (AID 1222) | one-dose cellular ATP content (survival), % at 20 µM; EC50 in µM for titrated hits | CSM14.1 thapsigargin-induced death rescue, ATP luminescence; higher % means a stronger effect | 190,000 tested, under 10 active;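 active = EC50 below 50 µM in the dose-response confirmation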;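 also: death triggered by thapsigargin at about 15 µM added after 2 h compound pretreatment; cell ATP read after overnight thapsigargin exposure of roughly 18 to 22 hours; normalized against plate controls of thapsigargin alone and 5% DMSO vehicle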
SV40 large T antigen: SV40 large T antigen inhibitors, biochemical (AID 1903). SV40 large T antigen ATPase/helicase inhibition assay; higher % means a stronger effect. inhibition, % at 20 µM, or IC50 in µM where a hit was titrated. 310,000 compounds, 0.39% hits; in the data active = a potency from the dose series; also: strong numbers were not always called active
NS5 inhibitors: Dengue-2 NS5 methyltransferase inhibitors, primary screen, biochemical, confirmation dose response (AID 588689); Dengue-2 NS5 methyltransferase capping enzyme assay, biochemical; higher % means a stronger effect; one-dose inhibition, % at 25 µM; IC50 in µM for titrated hits; Genome polyprotein (Dengue virus type 2 (strain 16681-PDK53)); 340,000 compounds, 0.3% hits; in the data active = a potency from the dose series
XIAP antagonists: XIAP antagonists, biochemical, IAP family, fluorescence polarization (AID 1018) | E3 ubiquitin-protein ligase XIAP (Homo sapiens) | XIAP BIR domain, fluorescence polarization peptide displacement; higher % means a stronger effect | displacement, % at 20 µM; hits with a dose series show IC50 in µM | 200,000 compounds, 0.007% hits; in the data active = displacement above about 50%; also: a part of the inactive calls stands beside numbers as strong as those of hits
West Nile virus CPE: West Nile virus antiviral activity, cell-based, CPE readout (AID 1621); West Nile virus-infected cells, CPE inhibition; higher % means a stronger effect; CPE inhibition, % at 10 µM; hits with a dose series show IC50 in µM; 290,000 compounds, 0.02% hits; in the data active = a potency from the dose series; also: strong numbers were not always called active
UTI89 phage lysis: inhibition of K1F phage lysis, E. coli UTI89, bacterial capsule biogenesis inhibitors, alamar blue (AID 488966); inhibition, % at 100 µM; hits with a dose series show IC50 in µM; E. coli UTI89 K1F phage lysis, alamar blue, 2 h; higher % means a stronger effect; 340,000 compounds, 0.02% hits;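 active = phage lysis inhibition, versus mean bacterial control, above a set limit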;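 also: capsule biogenesis inhibitors block K1F phage lysis so surviving cells raise fluorescence; higher fluorescence means more inhibition of phage lysis; actives were called in the ten point dose series up to 300 µM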
WT yeast gro inh: growth inhibition of WT strain, primary screen, mitochondrial fusion inhibitor project, WT and mutant strains, chemical genetic | 190,000 compounds, 2.1% hits | mitochondrial fusion phenotypic screen | inhibition, % at 10 µM; in the data active = inhibition above about 58%; tested in S. cerevisiae
Yfh1-off respiration: enhancers of respiration in Yfh1-depleted yeast, dose response, Friedreich's ataxia, plus single-dose screen (AID 1465); S. cerevisiae Yfh1-off respiration, WST-1 reduction, 72 h; higher fold induction means a stronger effect; fold induction at 50 µM, or EC50 in µM where a hit was titrated; 220,000 compounds, 0.074% hits;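 active = fold induction of absorbance versus untreated yeast above a set limit, then at least 30% activation at any dose in follow-up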;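 also: activators that raise dye reduction in frataxin-depleted yeast; strong numbers were not always called active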
WT yeast gro inh mutant strain: also measured in WT yeast gro inh; calls as there; inhibition, %; mitochondrial fusion phenotypic screen, mutant strain inhibition
NS5 inhibitors pilot replicate: also measured in NS5 inhibitors; calls as there; inhibition, %; measured here: pilot screen replicate inhibition
Active calls of the source: *; i = inactive; x = not tested or not shown; [ ] = dose if it differs, or a comment. Compounds were not picked by outcome (roughly 2.2% active in at least one column).

SMILES	RSV CPE inhibition	ER stress rescue	SV40 large T antigen	NS5 inhibitors	XIAP antagonists	West Nile virus CPE	UTI89 phage lysis	WT yeast gro inh	WT yeast gro inh mutant strain	Yfh1-off respiration	others
COC(=O)Cn1cc(C(=O)OC)cc(Br)c1=O	0.4%	-1.7%	15%	-4%	-5.2%	0.0%	3.3%	-4	-5	i
COc1ccc(N(C(=O)c2ccco2)C(C(=O)NC2CCCC2)c2cccs2)cc1 (stereo unspecified)	0.0%	15%	x	7%	-1.7%	-1.0%	0.1%	-1	-6	i
CC(=O)Nc1ccc(NC(=O)CN(C)S(=O)(=O)c2ccc3nc(C)sc3c2)cc1	3.4%	-0.5%	7%	-5%	0.7%	-0.5%	-0.5%	7	12	i
COc1ccc(CCNC(=O)c2c(C)nn(-c3ccccc3)c2Cl)cc1	1.8%	x	6%	-7%	x	-0.5%	-0.1%	x	x	x
CC(=O)NCCNC(=O)c1ccc2c(c1)S(=O)(=O)c1ccccc1C2=O	0.3%	x	2%	-4%	x	0.6%	0.3%	x	x	x
Cc1cc(C)nc(-n2nc(C)c(C3(O)C(=O)Nc4ccccc43)c2N)n1 (stereo unspecified)	-0.4%	2.3%	3%	-3%	-5.8%	0.5%	2.0%	24	15	i
COC(=O)c1cc(=O)c2ccc(OC)cc2o1	x	2.5%	x	-6%	-7.6%	x	0.9%	x	x	x
Cc1cc(=O)oc2cc(OCC(=O)Nc3nccs3)ccc12	-1.9%	x	7%	-5%	x	0.0%	0.1%	x	x	x
COc1ccc(NC(=O)c2cc3c(Cl)nc4ccccc4c3s2)cc1OC	11%	19%	27%	4%	-6.6%	-0.4%	0.0%	2	-26	i
O=c1oc2ccccc2c(NC2CCCCC2)c1NS(=O)(=O)c1ccc(Cl)cc1	0.6%	x	6%	-7%	x	0.9%	1.6%	x	x	x
COC(=O)C1=C(C)NC(C)=C(C(=O)OCC2CCCO2)C1c1cccc(Cl)c1 (stereo unspecified)	10%	x	27%	1%	x	-0.4%	1.3%[50 µM]	x	x	x
O=C1CCC(C(=O)N2CCCC(N3CCN(c4cccc(C(F)(F)F)c4)CC3)C2)=NN1 (stereo unspecified)	3.9%	x	8%	-5%	x	-1.0%	0.2%	x	x	x
COc1ccc(N2CCN(C(=O)c3ccc(CS(=O)Cc4ccc(Cl)cc4)o3)CC2)cc1 (stereo unspecified)	21%	x	18%	-6%	x	0.7%	0.0%	x	x	x
O=C(COc1ccc(Br)cc1)Nc1nnc(-c2cccnc2)s1	0.8%	x	3%	x	x	0.1%	x	x	x	i
CCOC(=O)c1cccc(-n2c(C)nc3ccccc3c2=O)c1	1.8%	-0.6%	-4%	1%	-18%	-0.6%	0.8%	-2	-7	i
COc1ccc(CNC(=O)C2CCC(CNS(=O)(=O)c3cccc4nsnc34)CC2)cc1 (stereo unspecified)	1.8%	0.9%	2%	-6%	-0.4%	0.2%	-1.3%	1	-9	i
CNc1ccccc1C(=O)OC(C)C(=O)Nc1ccc(S(=O)(=O)N2CCCC2)cc1 (stereo unspecified)	7.1%	x	0%	0%	x	-0.1%	0.7%[50 µM]	x	x	x
O=C1C2CCCN2C(=O)N1CCCN1CCN(c2cccc(Br)c2)CC1 (stereo unspecified)	4.8%	x	-5%	6%	x	-1.3%	-2.5%	x	x	x
CC1(C)Cc2c(sc(NC(=O)c3ccccc3Cl)c2C(=O)O)CO1	2.6%	-0.9%	4%	-8%	3.3%	2.0%	1.0%	-6	-8	i
CC1(C)CC2(CCO1)OC(=O)CC2C(=O)Nc1ccccc1Cl (stereo unspecified)	1.4%	1.5%	13%	-7%	-3.2%	0.9%	0.2%	-8	-10	i
Nc1ccc(Sc2ccccc2)nc1	0.2%	x	6%	-2%	x	x	-0.4%	x	x	x
Cc1cc(C)nc(N/N=C/C=C/c2ccccc2)n1	1.6%	-1.1%	10%	2%	-2.8%	-0.6%	4.4%	8	-2	i
Cc1ccc(-n2nc3c([n+]2[O-])CCc2c-3no[n+]2[O-])cc1	2.8%	0.9%	13%	-2%	-1.1%	0.7%	0.4%	-11	-5	i	NS5 inhibitors pilot replicate=-7.0
COc1ccc(CCNC(=O)CN(C)S(=O)(=O)c2ccc3c(c2)CCC(=O)N3)cc1OC	3.4%	0.2%	-3%	-4%	-2.9%	0.4%	-0.2%	0	-11	i
CCCCN(c1ccccc1)S(=O)(=O)N(C)C	1.2%	-0.4%	6%	x	-17%	0.3%	x	5	12	i
COC(=O)C1CCN(c2ccc([N+](=O)[O-])cc2)CC1	3.6%	-10%	11%	-5%	-10%	0.2%	1.0%	-17	0	i
COCCn1c(SCc2ccccc2)nc2c1c(=O)[nH]c(=O)n2C	6.2%	x	8%	0%	x	0.5%	0.1%	x	x	x
CSc1ccc(NC(=O)NCCN2CCc3ccccc3C2)cc1	-0.4%	1.7%	1%	-13%	-22%	-0.3%	2.4%	1	13	i
COc1ccc(C(=O)/C=C(\C)Nc2ccc(NC(C)=O)cc2)cc1	1.9%	-1.7%	53µM*	-3%	-3.9%	0.2%	1.9%	12	5	i
CCC(=O)N1c2ccc(S(=O)(=O)N3CCN(c4ccc([N+](=O)[O-])cc4)CC3)cc2CC1C (stereo unspecified)	-1.4%	x	8%	-6%	x	0.0%	-0.2%	x	x	x
C=CCn1c(=O)c(C(=O)NCCc2ccc(Cl)cc2)c(O)c2cc(OC)c(OC)cc21	2.8%	x	5%	-4%	x	0.0%	0.0%	x	x	x	NS5 inhibitors pilot replicate=3.0
O=C(CSc1nnc(Cc2ccccc2)c(=O)[nH]1)Nc1ccccc1	4.1%	x	10%	-5%	x	x	-0.2%[50 µM]	x	x	x
O=C(Nc1ccc(Cl)cn1)c1cccc2ccccc12	-1.3%	x	11%	-8%	x	2.9%	0.7%	x	x	x
CC(C)CNC(=S)NNC(=O)c1ccco1	1.6%	-1.9%	-1%	2%	-7.3%	0.2%	0.0%	4	12	i	NS5 inhibitors pilot replicate=3.0
CC(=O)c1ccc(OCc2cc(C(=O)NCC3CCCCO3)no2)cc1 (stereo unspecified)	0.3%	x	1%	-1%	x	-0.4%	-0.2%	x	x	x
CCc1nn(CC(=O)NCCCN(Cc2ccccc2)C(C)C)c(=O)c2cc3sccc3n12	3.2%	-0.2%	13%	-6%	-3.5%	-0.2%	0.1%	13	0	i
CCCn1c(CCC(=O)O)ccc1-c1ccc(F)cc1	6.3%	-0.7%	-1%	-3%	-3.7%	0.1%	3.2%	x	x	i
COc1ccccc1C(=O)Nc1nnc(CCc2ccccc2)s1	-1.7%	x	9%	-2%	x	1.1%	0.2%	x	x	x
COc1ccccc1CNC(=O)CCS(=O)(=O)c1cccc2nonc12	-0.1%	-0.5%	-1%	0%	-5.6%	-0.8%	0.1%	-1	3	i
CCn1c(SCc2ccc(C)cc2)nnc1-c1cnccn1	6.1%	1.6%	2%	-1%	-1.0%	0.7%	0.4%	-5	-2	i
CC(CN1CCN(c2ccccc2)CC1)c1ccccc1 (stereo unspecified)	0.4%	-0.2%	9%	-2%	-4.6%	-0.3%	6.2%	1	-35	i
CCCCN(C(=O)NC(=O)Nc1cc(C)ccc1C)S(C)(=O)=O	-1.1%	-1.0%	9%	-3%	-0.6%	-0.6%	2.6%	8	-7	i
Cc1cccc(NC(=O)CCc2c(C)nc3ncnn3c2C)n1	5.4%	-1.8%	16%	-1%	0.3%	0.3%	0.3%	-2	-6	i
C=C(C)Cn1c(SCC(=O)O)nc2c1c(=O)[nH]c(=O)n2C	0.8%	-2.6%	14%	5%	-1.7%	0.1%	3.0%	10	3	i
COc1cc(C(C)=O)ccc1OCC(=O)N1CCc2ccccc2C1	0.4%	x	6%	-7%	x	-0.4%	0.0%	x	x	x
C/C(=N/OCO/N=C(\C)c1ccccc1)c1ccccc1	16%	1.1%	-1%	2%	-1.5%	1.7%	1.7%	-5	-1	i
COc1ccc(C(CNC(=O)COc2ccc(Cl)cc2C)N2CCCCC2)cc1 (stereo unspecified)	-1.6%	x	14%	-8%	x	-0.5%	0.4%	x	x	x
CSc1nc(C)cc(-n2ccc(=O)[nH]c2=O)n1	2.9%	-0.2%	1%	-8%	0.9%	0.9%	-1.6%	5	-4	i
Cc1cc(C)c(C#N)c(N2CCN(Cc3ccc4c(c3)OCO4)CC2)n1	0.9%	-0.9%	-2%	4%	-2.8%	0.0%	1.9%	2	-27	i
CCC(Sc1ncccc1C(=O)O)C(=O)N1CCCC1 (stereo unspecified)	-0.6%	-2.0%	9%	1%	-0.6%	0.2%	1.5%	-7	4	i

Fetched one by one from the entries so far, 2 records:
SMILES	RSV CPE inhibition	ER stress rescue	SV40 large T antigen	NS5 inhibitors	XIAP antagonists	West Nile virus CPE	UTI89 phage lysis	WT yeast gro inh	WT yeast gro inh mutant strain	Yfh1-off respiration	others
CC(CN1CCN(c2ccccc2)CC1)c1ccccc1 (stereo unspecified)	0.4%	-0.2%	9%	-2%	-4.6%	-0.3%	6.2%	1	-35	i
CCC(Sc1ncccc1C(=O)O)C(=O)N1CCCC1 (stereo unspecified)	-0.6%	-2.0%	9%	1%	-0.6%	0.2%	1.5%	-7	4	i

Next part:
SMILES	RSV CPE inhibition	ER stress rescue	SV40 large T antigen	NS5 inhibitors	XIAP antagonists	West Nile virus CPE	UTI89 phage lysis	WT yeast gro inh	WT yeast gro inh mutant strain	Yfh1-off respiration	others
COc1ccccc1NCC(=O)NNC(C)C(=O)Nc1cccc(Cl)c1 (stereo unspecified)	0.4%	1.4%	22%	-5%	-5.1%	0.0%	0.1%	17	-7	i
CCOC(=O)N1CCC(n2c(SCC(=O)NCc3ccco3)nc3ccsc3c2=O)CC1	0.7%	-3.4%	4%	-7%	2.8%	0.2%	6.5%	-6	-2	i
Cc1ccccc1NC(=S)Nc1ccccc1	0.7%	x	11%	1%	x	-0.4%	0.3%	x	x	x
O=C(NNC(=S)Nc1ccccc1)c1cccs1	0.8%	-1.6%	27%	-3%	0.0%	-0.5%	0.8%[50 µM]	-12	-8	i
CCCCc1nc2cc(C(=O)N3CCCC(COC)C3)ccc2o1 (stereo unspecified)	1.5%	x	16%	-5%	x	-0.8%	1.4%[50 µM]	x	x	x
Cc1ccc(C(=O)COC(=O)C2CCC2)cc1	0.9%	x	6%	-2%	x	0.2%	-0.1%	x	x	x
C=C1CCN([C@@H](Cc2ccccc2)C(=O)NCc2ccccc2)S(=O)(=O)c2ccccc21	1.3%	x	13%	-4%	x	-0.6%	0.6%	x	x	i
O=C(c1ccco1)N1CCCN(C(=O)c2ccco2)CC1	0.0%	1.3%	12%	1%	-0.9%	0.2%	7.1%	-19	-19	i
O=C(CCC(=O)c1ccccc1)Nc1ccc(C(=O)O)cc1	0.7%	x	3%	x	x	-0.3%	3.0%	x	x	x
CC(NC(=O)C1(S(=O)(=O)c2ccc(Cl)cc2)CC1)c1ccccc1 (stereo unspecified)	0.8%	-2.5%	4%	2%	-1.0%	0.3%	2.3%[50 µM]	17	16	i
COC(=O)C1=CN(C)C=C(C(=O)OC)C1c1ccccc1Cl	0.3%	3.2%	0%	-2%	-2.5%	0.3%	0.3%	-13	-11	i
